# High-throughput results (PubChem)
# TRPC6 act: mouse TRPC6 channel activation | Q61143 | HEK293-TRPC6 membrane potential dye fluorescence; active compounds read high | B-score at 10 µM | 0.13% of 310,000 active;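 active = B-score of the integrated fluorescence ratio above library mean plus 3 SD, and starting fluorescence ratio within library mean plus 5 SD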;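 also: higher score means more depolarization so channel activation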
# HIF act: HIF pathway transcriptional activation. U2OS HRE-luciferase reporter, luminescence; normalized: DMSO 0%, desferrioxamine 100%. activation, % at 7.5 µM (by protocol). 0.32% of 300,000 active. AID 1910;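 active = mean activation of at least 10% of the iron chelator positive control signal, with at least half of replicates also reaching 10%; inconclusive = mean and replicate majority disagree about reaching 10%; inactive = mean and most replicates under 10%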
# SKKanGAS inh: blocks kanamycin growth of S. pyogenes SKKanGAS strain. BacTiter-Glo, 6 h. inhibition, % at 7.5 µM. 1.3% of 300,000 active. AID 1662;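 active = mean replicate score, as percent of positive control median, at least 50; inconclusive = mean below 50 but one replicate at or above 50; inactive = mean and every replicate below 50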;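 also: strain carries kanamycin resistance gene driven by streptokinase promoter and grows in 40 µg/ml kanamycin; loss of luminescence reflects streptokinase promoter inhibition or plain growth inhibition; 0% = median of DMSO wells and 100% = positive control at its reference dose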
# MrgX1 antagonist: antagonists of human MrgX1 receptor; B-score at 10 µM; 1.3% of 310,000 active; MRGX1-HEK293 calcium flux, Fluo-4, BAM8-22 antagonism; active compounds read low;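 active = calcium-response B-score plate-corrected more than 3 library SD below zero, starting fluorescence within 5 deviations, no agonist response on first addition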;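 also: peak minus trough fluorescence over baseline after final BAM8-22 challenge near maximal dose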
# Target sequence (Q96LB2 whole entry, looked up): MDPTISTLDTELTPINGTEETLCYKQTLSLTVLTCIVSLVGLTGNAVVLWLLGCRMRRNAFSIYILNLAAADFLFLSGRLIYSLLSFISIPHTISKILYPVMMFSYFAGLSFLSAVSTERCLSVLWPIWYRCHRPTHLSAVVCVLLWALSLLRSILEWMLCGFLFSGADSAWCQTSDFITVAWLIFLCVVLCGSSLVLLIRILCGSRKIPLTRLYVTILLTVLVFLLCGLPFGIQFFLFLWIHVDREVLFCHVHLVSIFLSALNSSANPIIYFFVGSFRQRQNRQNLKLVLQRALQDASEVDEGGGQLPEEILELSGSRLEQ
# TRPC4 agonist: TRPC4 (mouse) channel activation; B-score at 10 µM; HEK293 TRPC4beta/mu-opioid, Fluo4 calcium fluorescence; active compounds read high; 0.49% of 310,000 active;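 active = B-score above 5 SD of library B-scores, and initial fluorescence ratio not above library mean plus 5 SD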;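 also: positive B-score marks a calcium rise read as TRPC4 activation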
#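 Assay system: HEK293 cells stably co-expressing mouse TRPC4beta and mu-opioid receptor / Timing: Fluo4 dye loading 45 min at room temperature, 110 s recording / Signal: Fluo4 calcium-sensitive dye fluorescence, kinetic, 1 Hz baseline / Read-out: integrated baseline-normalised fluorescence ratio, converted to per-well B score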
# TRPC6 inh: mouse TRPC6 channel inhibition; 1.1% of 310,000 active; AID 2553; Q61143; HEK293-TRPC6, membrane potential dye, ACh-evoked depolarization; active compounds read low; B-score at 10 µM;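 active = B-score under library mean minus 3 SD, initial fluorescence not abnormally high, positive integrated signal ratio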;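 also: B-score derived from integrated fluorescence ratio over the kinetic read; more negative B-score means stronger inhibition of depolarization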
# KLF5 inh: kruppel-like factor 5 inhibition | inhibition, % at 5 µM | AID 1700 | 0.23% of 290,000 active | DLD-1 KLF5 promoter-luciferase reporter, luminescence;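 active = inhibition above a per-plate limit of that plate's mean compound inhibition plus 3 SD, cut at about 60% in these data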;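 also: 0% = DMSO wells and 100% = LY294002 at 200 µM; higher means less KLF5 promoter-driven luciferase light; inactives centre near -14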
# TRPC4 PAM: allosterically enhances the mouse TRPC4 cation channel | Q9QUQ5 | HEK293 TRPC4beta/mu-opioid, DAMGO EC20, Fluo-4 Ca2+ flux; active compounds read high | B-score at 10 µM | 0.42% of 310,000 active | AID 2227;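 active = B-score of calcium response area above 5 SD of library B-scores, with initial fluorescence ratio within 5 SD of library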;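 also: B-score of integrated fluorescence ratio over time as area under calcium response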
# TRPC4 inh: TRPC4 (mouse) channel inhibition; AID 2247; Q9QUQ5; B-score at 10 µM; 0.39% of 300,000 active; HEK293 TRPC4beta/mu-opioid, DAMGO-evoked Fluo4 calcium flux; active compounds read low;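 active = B-score over 3 SD under the library average, no early fluorescence shift, positive overall ratio signal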
#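 Assay system: HEK293 cells with stable TRPC4beta plus mu-opioid receptor expression; Probe or stimulus: DAMGO in two steps, submaximal then maximal; Dosing: single-point compound dosing; Measured by: Fluo4 calcium-dye fluorescence, kinetic read; Read-out basis: B score from integrated Fluo4 fluorescence ratio.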
# aSyn UTR inh: 5' untranslated region of α-synuclein, MLPCN primary screen. alpha-synuclein 5'UTR reporter, inhibitor activity. inhibition, % (tested at 7.5 µM). 0.82% of 300,000 active. AID 1813; in the data active = inhibition above about 60%; inconclusive = no clear call, values can overlap the other calls;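 also: H4 neuroglioblastoma cells stably carrying SNCA 5'UTR luciferase fusion; 0% = DMSO wells and 100% = positive control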
# IEC-6 cytotox: IEC-6 cytotoxicity, counter-screen for KLF5 inhibitors. luminescence viability. inhibition, % at 5 µM. 0.78% of 290,000 active; in the data active = inhibition above about 22%;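 also: 0% = plate median of test compound wells and 100% = cytotoxic reference compound wells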
# Numbers without * were called inactive; i = inactive; ? = inconclusive; / = not tested or not shown.
SMILES,TRPC6 act,HIF act,SKKanGAS inh,MrgX1 antagonist,TRPC4 agonist,TRPC6 inh,KLF5 inh,TRPC4 PAM,TRPC4 inh,aSyn UTR inh,IEC-6 cytotox
C=CCn1c(SCC(=O)N(C)C2CCS(=O)(=O)C2)nnc1-c1ccccc1 (stereo unspecified),i,-0.1,8,i,i,i,/,i,i,-2,/
CCCCN(CCCC)S(=O)(=O)c1ccc(NC(=O)c2ccc([N+](=O)[O-])cc2Cl)cc1,i,-1.1,14,i,i,i,-2,i,i,42,0
CCOc1ccccc1C(=O)Nc1ccc2nc3n(c(=O)c2c1)CCCCC3,i,2.3,3,i,i,i,-64,i,i,-77,-4
Cc1ccc(NS(=O)(=O)c2ccc3c(c2)NC(=O)CC(=O)N3)cc1C,i,-1.8,0,i,i,i,-19,i,i,33,-5
O=S(=O)(Cc1ccccc1)Nc1ccc(S(=O)(=O)NCC2CCCO2)cc1 (stereo unspecified),i,0.2,-3,i,i,i,-13,i,i,-10,1
COCCNC(=O)c1c[nH]c2ccc(S(=O)(=O)N3CCc4ccccc43)cc2c1=O,i,-0.5,-9,i,i,i,-1,i,i,?,6
O=C(Cn1nnc2ccccc21)NNC(=S)NC1CCCCC1,i,0.3,8,i,i,i,-14,i,i,-9,-1
CN1CC(=O)N(CC(=O)Nc2cc(Cl)cc(Cl)c2)C1=O,i,-0.2,3,i,i,i,-10,i,i,-1,-5
CC1=C(C(=O)NCc2ccccc2)C(c2cccs2)n2ncnc2N1 (stereo unspecified),i,-0.7,-5,i,i,i,-38,i,i,13,2
COc1ccc2cc(C(N)=O)c(=Nc3ccccc3)oc2c1,i,1.8,10,i,i,i,-85,i,i,-90,-10
Cc1cc(C)c(S(=O)(=O)N2CCCC(C(=O)N3CCCC3)C2)c(C)c1 (stereo unspecified),i,-0.2,-2,i,i,i,-9,i,i,-6,-3
COCCCN(C(=S)Nc1c(C)cc(C)cc1C)C(C)c1ccccn1 (stereo unspecified),i,0.0,7,i,i,i,-18,i,i,8,2

# Looked up above:
# HIF act result of `CCOc1ccccc1C(=O)Nc1ccc2nc3n(c(=O)c2c1)CCCCC3` is entered as 2.3
# IEC-6 cytotox result of `Cc1ccc(NS(=O)(=O)c2ccc3c(c2)NC(=O)CC(=O)N3)cc1C` is entered as -5

# The list continues.
SMILES,TRPC6 act,HIF act,SKKanGAS inh,MrgX1 antagonist,TRPC4 agonist,TRPC6 inh,KLF5 inh,TRPC4 PAM,TRPC4 inh,aSyn UTR inh,IEC-6 cytotox
CCC(=O)NC(=S)N1CCN(c2ccc([N+](=O)[O-])cc2Cl)CC1,i,-0.5,4,i,i,i,-5,i,i,27,-5
COC(=O)CCC(=O)OC1(C)C(=O)C=C2C=C(C3CC3)N(Cc3ccco3)C=C2C1=O (stereo unspecified),i,-0.9,3,i,i,i,/,i,i,15,/
COc1ccc(CNC(=O)c2cccc(N3CCCC3=O)c2)cc1,i,-1.4,-4,i,i,i,-8,i,i,6,-4
CNc1nc(C)c(C#N)cc1C(C)=O,i,0.6,8,i,i,i,2,i,i,10,1
O=C(Nc1ccc(Br)cc1)Nc1ccccc1F,i,3.1,-23,i,i,i,-149,i,i,-232,5
CCOC(=O)c1cc(-c2ccc(F)cc2)n(CC(=O)NC(C)CC)c1C (stereo unspecified),i,-0.3,-1,i,i,i,-18,i,i,-13,2
Cc1cccc2nc(CSc3nncn3-c3ccccc3)cn12,i,-0.6,7,i,i,i,-26,i,i,-11,1
NC(=O)CC1SC(N)=NC1=O (stereo unspecified),i,2.0,-1,i,i,i,0,i,i,-14,1
CCCN1CCN(S(=O)(=O)c2cn(C)nc2C)CC1,i,-0.3,-6,i,i,i,-20,i,i,16,-1
CCOc1ccc(OCc2cccc(C(=O)Nc3ccc(CN4CCCCC4)cc3)c2)cc1,i,-2.6,12,i,i,i,-109,i,i,?,1
Cc1nn(C(C)C(=O)NNC(=S)Nc2ccc(Cl)cc2)c(C)c1[N+](=O)[O-] (stereo unspecified),i,-0.2,-3,i,i,i,-1,i,i,-8,2
FC(F)Oc1ccccc1NC(=S)Nc1cccnc1,i,-1.0,-2,i,i,i,-4,i,i,0,-1
CN(C)N1C(=O)CC(N2CCCCC2)C1=O (stereo unspecified),i,-0.5,-4,i,i,i,0,i,i,-6,1
CCOc1ccccc1CNC(=O)c1ccc2c(c1)N(CC)CCS2,i,-0.1,16,i,i,i,-25,i,i,8,6
Clc1ccc(-c2nnc3sc(-c4ccc(Br)o4)nn23)c(Cl)c1,i,0.1,-5,i,i,i,-2,i,i,-8,6
CN(C)c1nc(N)nc(/C(C#N)=C/C2CC3C=CC2C3)n1 (stereo unspecified),i,-2.1,6,i,i,i,-49,i,i,-5,0
Cc1ccc(C)c(-c2nnc(NC(=O)CCS(=O)(=O)c3ccccc3)o2)c1,i,0.6,51*,i,i,i,/,i,i,-5,/
COc1cc(C(=O)NC(=S)N(C)Cc2ccccc2)cc(OC)c1OC,i,0.1,4,i,i,i,-23,i,i,2,2
O=C(c1ccc(C(F)(F)F)cc1)C1CCCN(C(=O)CN2C(=O)CSC2=O)C1 (stereo unspecified),i,1.7,3,i,i,i,-21,i,i,-16,-3
COc1ccc(CCNC(=O)C2CCN(S(=O)(=O)N3CCC4(CC3)OCCO4)CC2)cc1OC,i,-0.3,17,i,i,i,-19,i,i,-5,-1
CN(C)S(=O)(=O)Oc1ccc(C(=O)Nc2ccc([N+](=O)[O-])cc2)cc1,i,0.3,-9,i,i,i,-9,i,i,-5,11
CN(CCOc1ccccc1)CC(=O)Nc1ccc(Br)cc1F,i,-1.2,-6,i,i,i,-17,i,i,-1,-1
O=C(Nc1ccc(N2CCOCC2)cc1)c1ccc(Br)o1,i,0.2,5,i,i,i,-87,i,i,-40,-3
Cc1cc(C)c(NC(=O)CS(=O)CC(=O)Nc2ccc(-n3cnnn3)c(C)c2)c(C)c1 (stereo unspecified),i,0.1,2,i,i,i,-13,i,i,9,3
COc1ccc(OCC(=O)Nc2ccc3c(c2)nc(CCN2CCC(C)CC2)n3C)cc1,i,0.3,-1,i,i,i,-8,i,i,14,3
N/C(Cc1cccs1)=N\OC(=O)COc1ccc(Br)cc1Cl,i,3.0,22,i,i,i,-29,i,i,-163,2
CC(=O)NCCC(=O)Nc1cccc(S(=O)(=O)N(C)c2ccccc2)c1,i,1.1,1,i,i,i,-2,i,i,12,-2
CC1=C(C(=O)Nc2ccccc2)C(c2ccc(C)o2)n2c(s/c(=C\c3ccco3)c2=O)=N1 (stereo unspecified),i,-2.8,0,/,i,i,-16,i,i,-9,-17
COc1cc(OC)cc(C(=O)NCC2CCCO2)c1 (stereo unspecified),i,0.0,0,i,i,i,-3,i,i,-6,-6
COc1ccc(OC2CCN(S(=O)(=O)c3ccc(F)cc3)CC2)cc1,i,-1.8,0,i,i,i,8,i,i,1,-5
Cn1cc(Cl)c(C(=O)OCC(=O)Nc2cccc(Cl)c2)n1,i,-6.4,-2,/,i,i,-6,i,i,3,9
S=c1[nH]nc(-c2ccncc2)n1Cc1ccccc1,i,0.3,0,i,i,i,-41,i,i,18,-2
CCOCCCNC(=O)c1cccc(NC(=O)C2=C(C)OCCS2)c1,i,0.9,-2,i,i,i,-12,i,i,-1,-3
COc1ccccc1N1CCN(C(=O)CSc2nc3ccccc3o2)CC1,i,-1.0,0,i,i,i,-34,i,i,-30,2
CCOC(=O)c1nc(NNC(=O)c2ccc([N+](=O)[O-])cc2)sc1C,i,-1.5,15,i,i,i,53,i,i,62*,38*
N=C(N)N1CCN(Cc2ccccc2)CC1,i,-0.3,-2,i,i,i,-15,i,i,22,8
COc1cc(/C=N/NC(=O)Cn2nnc3ccccc32)ccc1O,i,-0.4,-3,i,i,i,4,i,i,-10,-2
Cc1ccc(Cn2nnc3c(=O)[nH]c(C4CCN(C(=O)c5cccs5)CC4)nc32)cc1,i,-0.4,-3,i,i,i,5,i,i,10,0
CCOc1ccc(CNC(=O)CS(=O)(=O)Cc2nc(-c3ccc(OC)cc3)oc2C)cc1,i,-0.3,-5,i,i,i,21,i,i,0,-4
Cc1ccc2c(c1)c1c(n2CC(O)CNC2CCCC2)CCCC1 (stereo unspecified),i,-0.2,2,i,i,i,3,i,i,-6,-2
Cc1nnc(SCc2cccc(Cl)c2)n(N)c1=O,i,?,-10,i,i,i,-25,i,i,8,8
CSc1ccccc1C(=O)Nc1cc([N+](=O)[O-])ccc1C,i,-0.6,0,i,i,i,-16,i,i,-2,-6
C=CCn1cc(-c2cccc(Cl)c2)cc(C#N)c1=O,i,-0.3,-2,i,i,i,-6,i,i,11,4
Cc1ccc2nc(SCc3nnc(-c4ccccc4Br)o3)[nH]c2c1,i,0.0,4,i,i,i,-7,i,i,29,22*
CCOc1cc(/C=C2\CN(CC)C/C(=C\c3ccc(O)c(OCC)c3)C2=O)ccc1O,i,1.6,6,i,i,i,19,17*,i,102*,74*
O=C(N/N=C/c1ccoc1)c1cccc([N+](=O)[O-])c1,i,/,/,i,i,i,-33,i,i,/,7
CC1CCC(NS(=O)(=O)c2ccc3c(c2)CC(=O)N3)CC1 (stereo unspecified),i,-0.5,16,i,i,i,11,i,i,-8,4
Cc1ccc(C)c(S(=O)(=O)N2CCN(C(=O)c3cccn3C)CC2)c1,i,-0.5,-12,i,i,i,/,i,i,-3,/
O=S(=O)(NCCc1ccccc1)c1cccc(S(=O)(=O)N2CCOCC2)c1,i,-34,7,i,i,i,-7,i,i,-4,-4
O=C(NCc1ccccn1)C(=O)NCC1OCCCN1S(=O)(=O)c1ccc(F)cc1 (stereo unspecified),i,-0.3,3,i,i,i,1,i,i,-33,0
CN(C)CCN(C(=O)c1ccc2c(c1)CCCC2)c1nc2c(F)cccc2s1,i,1.9,-2,i,i,i,-38,i,i,-35,-6
CN1/C(=C\C(=O)COC(=O)Cn2nnc(-c3ccccc3)n2)C(C)(C)c2ccccc21,i,-0.1,6,i,i,i,-19,i,i,31,3
O=C(CCCN1CCC(c2ccccc2)C1)c1ccc2c(c1)OCCO2 (stereo unspecified),i,-0.8,-3,i,i,-6.5*,-12,i,i,6,-3
CCCS(=O)(=O)N1CCN(Cc2ccccc2C(F)(F)F)CC1,i,-0.4,-6,i,i,i,-50,i,i,-3,-2
CCN(CC)c1ccc(C(=S)N2CCN(c3ccccc3)CC2)cc1,i,0.6,-3,i,i,i,-25,i,i,-12,-5
